C diff growth – blocks growth of Clostridium difficile; Clostridium difficile clinical isolate growth, OD600, 24 h; stronger effect = lower value; growth activity, negative = inhibition, % at 16 µg/mL (by protocol); 0.25% of 86,000 active; AID 1259249;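 active means mean growth activity at or below -80% and every replicate also at or below -80%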;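 further: 0% = DMSO wells and -100% = levofloxacin 16 µg/mL wells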
Pf Dd2 inh – inhibitors of Plasmodium falciparum Dd2 growth; activity change, % at 10 µM; P. falciparum Dd2 growth, SYBR Green, 72 h; stronger effect = lower value; AID 1159554; 2.3% of 94,000 active; in the data active means activity change below about -80%
T cruzi growth – blocks T. cruzi growth in NIH3T3 culture. 5.9% of 77,000 active. inhibition, % at 8.34 µM. AID 624255. T. cruzi beta-gal in NIH3T3, GalScreen luminescence, 90 h;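 active means mean inhibition above about 93%, with at least 55% of replicates each passing it, limit read from the data, passing the limit was not always enough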
GASC1 inh – KDM4C (human) demethylase inhibition; Q9H3R0; GST-KDM4C 2-372, H3K9me3 peptide, LANCE TR-FRET; inhibition, % at 12.5 µM; 0.15% of 96,000 active; AID 720574;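 active means mean replicate inhibition above about 25%, with at least 55% of replicates also reaching it, limit read from the data, passing the limit was not always enough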
Target sequence (Q9H3R0 2-372 limits assumed): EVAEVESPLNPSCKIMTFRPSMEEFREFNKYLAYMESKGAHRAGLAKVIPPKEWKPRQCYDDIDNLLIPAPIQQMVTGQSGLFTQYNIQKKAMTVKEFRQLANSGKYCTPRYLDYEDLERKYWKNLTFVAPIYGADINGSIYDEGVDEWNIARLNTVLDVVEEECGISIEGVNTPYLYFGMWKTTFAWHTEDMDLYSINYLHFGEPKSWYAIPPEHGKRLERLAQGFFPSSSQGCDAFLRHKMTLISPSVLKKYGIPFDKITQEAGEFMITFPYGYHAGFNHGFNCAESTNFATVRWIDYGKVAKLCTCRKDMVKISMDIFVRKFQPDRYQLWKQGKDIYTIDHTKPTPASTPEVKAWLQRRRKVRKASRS
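Material: GST-tagged GASC-1 (JMJD2C) catalytic fragment, aa 2-372 / Quantity: enzyme final amount 10 nM / Medium: HEPES buffer, pH 7.5, plus ascorbate / Doses: one test concentration per compound / Incubation: 30 min reaction, 60 min detection, RT / Measured by: LANCE TR-FRET / Read-out: inhibition from TR-FRET ratio decrease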
Numbers without * were called inactive; . = no result given. No enrichment for hits, and some 7.2% of all compounds hit somewhere here.

Start of the data: the first 9 compounds, to show the layout:
The line under a structure holds: C diff growth	Pf Dd2 inh	T cruzi growth	GASC1 inh
C[C@H](NC(=O)N(C)C[C@@H]1OCc2ccccc2-c2ccccc2C(=O)N([C@H](C)CO)C[C@@H]1C)c1ccccc1
→ -3	-33	13	0.3
COc1cccc(-c2ccc3c(c2)O[C@@H](CN(C)C(=O)C2CCCCC2)[C@H](C)CN([C@H](C)CO)S3(=O)=O)c1
→ 0	-69	105*	-0.5
C[C@H](NC(=O)[C@@H]1[C@@H](CO)[C@@H]2Cn3c(cccc3=O)[C@@H]2N1CC1CCCCC1)c1ccccc1
→ 0	-55	.	0.6
C[C@@H]1CN([C@H](C)CO)C(=O)c2cccc(NC(=O)Nc3ccccc3)c2O[C@@H]1CN(C)Cc1ccncc1
→ 4	5	7	-1.2
C[C@H](CO)N1C[C@H](C)[C@@H](CN(C)Cc2ccc(C(F)(F)F)cc2)OCCCC[C@H](C)Oc2ccc(NS(C)(=O)=O)cc2C1=O
→ -3	-25	93*	-0.2
O=C(C[C@@H]1CC[C@@H]2[C@H](COC[C@@H](O)CN2CC2CCCCC2)O1)NCC1CC1
→ .	9	-37	-0.4
OC[C@H]1Nc2ccc(-c3cccc(F)c3)cc2[C@H]2[C@@H]1CCN2Cc1ccc(F)cc1
→ 2	-73	94	0.7
CCCC#Cc1ccc([C@H]2[C@@H](CO)N3CCCCN(CC4CCOCC4)C[C@@H]23)cc1
→ 7	-40	100	1.5
CC(C)NC(=O)Nc1cccc2c1O[C@@H](CN(C)CC1CC1)[C@H](C)CN([C@H](C)CO)C2=O
→ -4	-6	.	15

The listing, from the start:
The line under a structure holds: C diff growth	Pf Dd2 inh	T cruzi growth	GASC1 inh
C[C@H](NC(=O)N(C)C[C@@H]1OCc2ccccc2-c2ccccc2C(=O)N([C@H](C)CO)C[C@@H]1C)c1ccccc1
→ -3	-33	13	0.3
COc1cccc(-c2ccc3c(c2)O[C@@H](CN(C)C(=O)C2CCCCC2)[C@H](C)CN([C@H](C)CO)S3(=O)=O)c1
→ 0	-69	105*	-0.5
C[C@H](NC(=O)[C@@H]1[C@@H](CO)[C@@H]2Cn3c(cccc3=O)[C@@H]2N1CC1CCCCC1)c1ccccc1
→ 0	-55	.	0.6
C[C@@H]1CN([C@H](C)CO)C(=O)c2cccc(NC(=O)Nc3ccccc3)c2O[C@@H]1CN(C)Cc1ccncc1
→ 4	5	7	-1.2
C[C@H](CO)N1C[C@H](C)[C@@H](CN(C)Cc2ccc(C(F)(F)F)cc2)OCCCC[C@H](C)Oc2ccc(NS(C)(=O)=O)cc2C1=O
→ -3	-25	93*	-0.2
O=C(C[C@@H]1CC[C@@H]2[C@H](COC[C@@H](O)CN2CC2CCCCC2)O1)NCC1CC1
→ .	9	-37	-0.4
OC[C@H]1Nc2ccc(-c3cccc(F)c3)cc2[C@H]2[C@@H]1CCN2Cc1ccc(F)cc1
→ 2	-73	94	0.7
CCCC#Cc1ccc([C@H]2[C@@H](CO)N3CCCCN(CC4CCOCC4)C[C@@H]23)cc1
→ 7	-40	100	1.5
CC(C)NC(=O)Nc1cccc2c1O[C@@H](CN(C)CC1CC1)[C@H](C)CN([C@H](C)CO)C2=O
→ -4	-6	.	15
C[C@@H]1CN([C@H](C)CO)C(=O)c2cc(NC(=O)c3ccncc3)ccc2O[C@@H](C)CCCCO[C@H]1CN(C)C(=O)c1ccncc1
→ 0	19	86	0.9

Additional structures
The line under a structure holds: C diff growth	Pf Dd2 inh	T cruzi growth	GASC1 inh
CN(C)CC(=O)N1[C@H](C#N)[C@H](c2ccccc2-c2ccccc2F)[C@H]1CO
→ 1	-16	.	-1.2
CN1[C@@H]2c3ccc(-c4cccnc4)c(=O)n3C[C@H]1[C@H](CO)[C@H]2C(=O)N1CCC(Cc2ccccc2)CC1
→ 1	-44	3	-1.9
CN(C)C(=O)C[C@@H]1C[C@@H]2c3cc(NC(=O)c4ccc5c(c4)OCO5)ccc3O[C@@H]2[C@@H](CO)O1
→ -1	-8	-46	1.7
C[C@H]1CCCCO[C@H](CN(C)CC2CCCCC2)[C@@H](C)CN([C@@H](C)CO)C(=O)c2cc(NC(=O)NC3CCCCC3)ccc2O1
→ .	-12	68	-0.1
C/C=C/c1cnc2c(c1)C(=O)N([C@H](C)CO)C[C@@H](C)[C@H](CN(C)Cc1cncnc1)O2
→ 1	45	.	0.4
CC(=O)N(C)C[C@H]1Oc2cc(-c3cccnc3)ccc2S(=O)(=O)N([C@@H](C)CO)C[C@H]1C
→ .	40	-87	1.2
CC(C)C#Cc1ccc2c(c1)O[C@H](CN(C)CC1CCOCC1)[C@@H](C)CN([C@@H](C)CO)S2(=O)=O
→ -2	-66	102*	-0.9
CCC(=O)Nc1ccc2c(c1)C(=O)N(C)[C@H]1CC[C@H](CC(=O)NCc3ccccc3)O[C@H]1CO2
→ -8	17	-28	-0.9
C[C@@H]1CN([C@@H](C)CO)C(=O)Cc2cc(NC(=O)Nc3cccc4ccccc34)ccc2O[C@@H]1CN(C)C(=O)Nc1cccc2ccccc12
→ -7	-5	-3	4.2
COc1ccc(NC(=O)N(C)C[C@H]2Oc3ccc(NS(=O)(=O)c4cn(C)cn4)cc3C(=O)N([C@H](C)CO)C[C@@H]2C)cc1
→ -3	29	-36	0.5

The listing continues:
The line under a structure holds: C diff growth	Pf Dd2 inh	T cruzi growth	GASC1 inh
C[C@@H]1CN([C@@H](C)CO)S(=O)(=O)c2ccc(/C=C/c3ccccc3)cc2O[C@H]1CN(C)C(=O)C1CC1
→ 6	-89*	23	-2.6
CC(C)NC(=O)Nc1ccc2c(c1)C(=O)N([C@@H](C)CO)C[C@H](C)[C@H](CN(C)Cc1ccc3c(c1)OCO3)OCCCC[C@H](C)O2
→ 2	-43	34	-0.3
COc1ccc(NC(=O)Nc2ccc3c(c2)CC(=O)N([C@H](C)CO)C[C@@H](C)[C@@H](CN(C)S(C)(=O)=O)O3)cc1
→ 1	15	19	0.4
C[C@@H]1CN([C@H](C)CO)C(=O)Cc2cc(NC(=O)CCCN(C)C)ccc2O[C@@H]1CN(C)S(=O)(=O)c1cccs1
→ 4	6	24	0.6
C[C@H]1CN([C@@H](C)CO)C(=O)Cc2cc(NC(=O)Nc3ccc4c(c3)OCO4)ccc2O[C@@H]1CN(C)Cc1ccccc1
→ -3	2	43	0.8
CN(C)CCCNC(=O)[C@@H]1[C@@H](CO)[C@@H]2Cn3c(ccc(-c4ccccc4)c3=O)[C@H]1N2C(=O)CC1CC1
→ -6	.	-1	0.3
C[C@@H](C(=O)N(C)C[C@@H]1OCc2ccccc2-c2c(n(C)c3ccccc23)C(=O)N([C@@H](C)CO)C[C@@H]1C)c1ccccc1
→ 9	-86*	.	2.5
C[C@@H]1CN([C@@H](C)CO)S(=O)(=O)c2ccc(C3=CCCC3)cc2O[C@H]1CN(C)CC1CCCC1
→ 2	-64	107*	-0.1
CNC[C@H]1Oc2ncc(-c3cccc(F)c3)cc2C(=O)N([C@H](C)CO)C[C@H]1C
→ 0	-44	2	-0.1
C[C@@H]1CCCCO[C@@H](CN(C)Cc2ccc3c(c2)OCO3)[C@H](C)CN([C@@H](C)CO)C(=O)c2cc(NC(=O)CCCN(C)C)ccc2O1
→ 7	-1	39	1.6

Remaining list, next part:
The line under a structure holds: C diff growth	Pf Dd2 inh	T cruzi growth	GASC1 inh
CO[C@H]1CN(C)C(=O)c2ccc(NS(=O)(=O)c3ccc(C)cc3)cc2OC[C@@H](C)N(C)C[C@H]1C
→ -1	.	-53	1.3
CC(C)NC(=O)Nc1ccc2c(c1)CC(=O)N([C@H](C)CO)C[C@@H](C)[C@H](CN(C)CC1CCCCC1)O2
→ -1	-17	2	-0.1
COc1cccc(C#Cc2ccc([C@H]3[C@H]4CN(C(=O)c5ccccc5)CC(=O)N4[C@H]3CO)cc2)c1
→ 60	-50	.	-1.6
CO[C@H]1CN(C)C(=O)c2cc(NC(=O)c3ccccc3F)ccc2OC[C@@H](C)N(CC2CCOCC2)C[C@H]1C
→ .	5	-36	-0.4
C/C=C/c1ccc(C2[C@@H]3CN(Cc4cc(OC)cc(OC)c4)C[C@H]2N3)cc1 (some centres undefined)
→ 21	-68	.	-0.6
COc1ccc(-c2ccc([C@H]3[C@@H](CO)N4C(=O)CN(Cc5ccccc5)C[C@@H]34)cc2)cc1
→ 5	-3	.	-1.7
Cc1ccc(-c2ccc3c(c2)O[C@@H](CN(C)C(=O)CC2CC2)[C@@H](C)CN([C@H](C)CO)S3(=O)=O)cc1
→ 2	-19	.	-0.3
COCC(=O)N1[C@H](CO)[C@H]2c3ccccc3N(C(=O)Nc3cc(F)ccc3F)C[C@H]21
→ 0	10	-2	-3.0
COc1ccccc1NC(=O)N1CC(=O)N2[C@@H](CO)[C@@H](c3ccc(C#Cc4ccc(F)cc4)cc3)[C@@H]2C1
→ 2	-12	.	-1.7
C[C@@H]1CN([C@@H](C)CO)C(=O)c2cc(NS(=O)(=O)c3cccs3)ccc2O[C@@H](C)CCCCO[C@H]1CN(C)Cc1ccccc1
→ 1	-34	.	1.2

Next section:
The line under a structure holds: C diff growth	Pf Dd2 inh	T cruzi growth	GASC1 inh
C[C@H](CO)N1C[C@H](C)[C@H](CN(C)Cc2ccc(-c3ccccc3)cc2)Oc2ccc(NC(=O)Cc3ccccc3)cc2C1=O
→ 12	2	23	-1.4
Cc1noc(C)c1NC(=O)Nc1ccc2c(c1)CC(=O)N([C@@H](C)CO)C[C@H](C)[C@@H](CN(C)S(=O)(=O)c1cn(C)cn1)O2
→ 7	5	-3	-0.9
O=C(c1ccc2c(c1)OCO2)N1CC[C@@H]2[C@H]1c1cc(-c3ccccc3)ccc1N[C@@H]2CO
→ -10	24	90	-1.7
C[C@@H](O)C#Cc1ccc([C@@H]2[C@@H](CO)N3CCCCN(C(=O)c4cccc(F)c4)C[C@H]23)cc1
→ -5	26	68	1.0
COc1ccc(S(=O)(=O)Nc2ccc3c(c2)CC(=O)N([C@@H](C)CO)C[C@@H](C)[C@H](CN(C)C(=O)NC2CCCCC2)O3)cc1
→ -8	21	28	-0.9
O=C(C[C@@H]1C=C[C@@H](NC(=O)C2CCOCC2)[C@H](CO)O1)Nc1ccccc1
→ 3	23	.	7.8
CC(C)NC(=O)Nc1ccc2c(c1)CC(=O)N([C@H](C)CO)C[C@H](C)[C@@H](CN(C)S(C)(=O)=O)O2
→ -3	-1	20	0.9
C[C@H](CO)N1C[C@H](C)[C@H](CN(C)C(=O)Nc2ccc(F)cc2)Oc2ccc(NC(=O)Cn3cnnn3)cc2CC1=O
→ .	22	2	-0.5
C[C@@H]1CN([C@@H](C)CO)C(=O)c2cc(-c3ccc(F)cc3)cnc2O[C@H]1CN(C)CC1CCCC1
→ 8	-15	-20	0.6
O=C(C1CCCC1)N1CC(=O)N2[C@H](CO)[C@H](c3ccc(-c4cccnc4)cc3)[C@H]2C1
→ -6	-90*	.	-1.1

(next part)
The line under a structure holds: C diff growth	Pf Dd2 inh	T cruzi growth	GASC1 inh
COc1ccc(CN(C)C[C@@H]2OCCCC[C@@H](C)Oc3ccc(NS(=O)(=O)c4ccc(Cl)cc4)cc3C(=O)N([C@H](C)CO)C[C@@H]2C)cc1
→ 0	-7	33	-0.9
O=C(C[C@@H]1CC[C@@H]2[C@H](COC[C@H](O)CN2Cc2ccccc2F)O1)NCc1ccccc1F
→ 9	-18	2	-0.7
COc1ccc(S(=O)(=O)N(C)C[C@@H]2OCCCC[C@@H](C)Oc3ccc(NC(=O)CCC(F)(F)F)cc3C(=O)N([C@@H](C)CO)C[C@@H]2C)cc1
→ 11	-81*	46	-0.9
O=C(Nc1cccc(F)c1)N1CC(=O)N2[C@H](C1)[C@@H](c1ccc(C#CCC3CCCC3)cc1)[C@@H]2CO
→ 4	-18	.	-0.9
O=C(Cc1ccncc1)NCC[C@H]1CC[C@H](NC(=O)Nc2cccc(F)c2)[C@@H](CO)O1
→ 1	-20	21	-0.5
O=C(Nc1cccc(F)c1)N1CC(=O)N2[C@@H](CO)[C@H](c3ccc(-c4ccc(F)cc4)cc3)[C@@H]2C1
→ -5	-13	.	-1.0
C/C=C/c1cnc2c(c1)C(=O)N([C@H](C)CO)C[C@@H](C)[C@@H](CN(C)C(=O)C1CC1)O2
→ -4	36	-5	3.5
Cc1noc(C)c1NC(=O)N(C)C[C@@H]1OCCCC[C@@H](C)Oc2ccc(NS(=O)(=O)c3ccccc3)cc2C(=O)N([C@H](C)CO)C[C@@H]1C
→ 2	29	-26	7.7
O=C(Cc1ccccc1)N1C[C@H]2[C@@H](c3ccccc31)[C@H](CO)N2C(=O)C1CCCCC1
→ -10	5	57	1.0
C/C=C/c1ccc([C@H]2[C@@H](CO)N(C(=O)CC)[C@H]2CN(C)C(=O)NC(C)C)cc1
→ -2	18	.	0.8
Cc1noc(C)c1S(=O)(=O)Nc1ccc2c(c1)C(=O)N([C@@H](C)CO)C[C@@H](C)[C@H](CN(C)C(=O)c1ccccc1)OCCCC[C@H](C)O2
→ .	-6	-41	0.9
C[C@H](CO)N1C[C@H](C)[C@H](CN(C)S(=O)(=O)c2ccccc2)Oc2ncc(C#Cc3ccc(C(F)(F)F)cc3)cc2C1=O
→ 8	-51	92*	-6.5
